AID inh: blocks human AID cytidine deaminase activity; Q9GZX7; AID deamination FRET fluorescence, UDG-coupled, 4 h; Potency, µM (highest dose often 115 µM), without a hit: at the top dose activity change, negative = inhibition, hits mostly inhibitors; 91,000 tested, 0.32% active; AID 1347428; note: nearly all actives have a fitted effect of over 25% in size
Target sequence (Q9GZX7 whole entry, looked up): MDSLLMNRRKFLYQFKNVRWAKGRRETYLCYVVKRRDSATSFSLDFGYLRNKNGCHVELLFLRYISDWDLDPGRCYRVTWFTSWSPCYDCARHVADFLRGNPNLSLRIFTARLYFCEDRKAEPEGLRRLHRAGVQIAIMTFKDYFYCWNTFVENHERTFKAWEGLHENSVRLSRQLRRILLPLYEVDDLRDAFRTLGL
UDG counterscr: blocks uracil-DNA glycosylase in AID counter-screen. FRET deamination/UDG coupled assay, UDG read, 4 h. Potency, µM (highest dose often 115 µM), without a hit: at the highest dose activity change, negative = inhibition, most hits filed as inhibitors. 91,000 tested, 0.14% active. AID 1347430; note: nearly all actives have a fitted effect of over 65% in size
* marks the source's active call; other numbers are inactive results; i = inactive; ? = inconclusive; [ ] = remark or other dose. Calls come from the whole dose curve; as a rule, active = well fitted curve in the direction sought with a large enough effect; inconclusive = small, poorly fitted or top-dose-only effect, or another doubt; inactive = no such curve, though single readings can be large; an effect the other way counts as inactive or inconclusive. % is set by controls: 0 for no effect and ±100 for the full control effect; potency is the fitted concentration of half-maximal effect. A portion of the library; rates above refer to the full screens.

Values run as follows: AID inh	UDG counterscr
O=S(=O)(Nc1nc2c(s1)CCCC2)c1ccc(Br)cc1
    -8.0%	-2.1%
CNC(=O)CN(C)C(=O)CNC(=O)NC1CCCCC1
    2.1%	-1.0%
Cc1cc(Br)ccc1NC(=O)C1CCCN(S(=O)(=O)c2cccc3nonc23)C1 (centres undefined)
    11.6%	-4.3%
CCS(=O)(=O)N(Cc1ccc(Cl)c(Cl)c1)c1c(C)n(C)n(-c2ccccc2)c1=O
    -0.9%	0.0%
COc1ccc(-c2cnc(C)o2)cc1S(=O)(=O)Nc1ccc(F)cc1F
    -3.7%	0.5%
COc1ccc(NC(=O)CN2C(=O)COc3ccc(S(=O)(=O)N4CCOCC4)cc32)cc1
    6.6%	10.4%
CC1CCC(C)[S+]1c1cc(O)ccc1O (centres undefined)
    10.9%	?
C=CCNC(=S)N(CC)CC
    3.9%	7.7%
O=S(=O)(Cc1ccc2c(c1)OCO2)c1ccc2ccccc2c1
    4.5%	-1.4%
COC(=O)c1ccc(OCC2c3cc(OC)c(OC)cc3CCN2C(=O)c2ccc(F)cc2)cc1 (centres undefined)
    20.8%	3.6%
O=C(CCCn1c(=O)c2cccn2c2ccccc21)N1CCN(c2cccc(Cl)c2)CC1
    ?	-11.4%
CCn1c(NCC(O)c2ccccc2)nc2c1c(=O)n(C)c(=O)n2C (centres undefined)
    8.2%	2.1%
COc1ccc(NC(=O)Cn2nnc(-c3nc(-c4ccncc4)no3)c2N)cc1OC
    -3.9%	-5.4%
CC1(C)CC(=O)C2=C(C1)Nc1ncnn1C2c1cccs1 (centres undefined)
    -6.3%	-4.3%
Cc1ccc(S(=O)(=O)n2nc(-c3ccccc3)nc2NCc2ccccc2Cl)cc1
    2.6%	-3.7%
CN(CC(=O)N(C)c1c(N)n(Cc2ccccc2)c(=O)[nH]c1=O)Cc1ccccc1F
    3.1%	1.3%
COc1ccc(NC(C)=O)c(NC(=O)CSc2nc3ccccc3o2)c1
    -11.9%	0.0%
CC(NC(=O)c1nn(C)c(=O)c2ccccc12)c1ccc(F)cc1 (centres undefined)
    3.2%	7.4%
COc1cccc(-c2nnc3n(CCc4ccccc4)c(=O)c4ccccc4n23)c1O
    10.4%	-12.7%
CN(Cc1ccccc1)C(=O)c1c[nH]c2ccc(S(=O)(=O)Nc3ccccc3F)cc2c1=O
    i	-12.8%[57.5 µM]
Cc1ccc(CNC(=O)c2nn(-c3ccc(Cl)cc3)nc2CO)cc1
    -3.1%	-6.2%[57.5 µM]
Cc1ccc(C)c(N2CCN(C(=O)c3ccc(NC(=O)c4nsc5ccccc45)cc3)CC2)c1
    -20.1%	-3.3%
Cn1nc(C(=O)Nc2nc(-c3ccc4c(c3)OCCO4)cs2)c2ccccc2c1=O
    10.2%	1.7%
COc1cc2nc(N3CCN(C(=O)C4CCCO4)CC3)nc(N)c2cc1OC (centres undefined)
    7.4%	-1.4%
CN1C(=O)C2(c3ccccc31)N(c1cccc(F)c1)C(=O)CS2(=O)=O (centres undefined)
    24.7%	-5.6%
COCc1cccc(C(=O)Nc2cccc(Oc3ccccc3)c2)c1
    -10.8%	-16.1%
Cc1cccc(C)c1NC(=O)Cn1nnc(C(=O)NCc2ccc(F)cc2)c1N
    1.8%	7.1%
CCOc1ccc(C2CC(=O)Nc3cc4c(cc32)OCO4)cc1OC (centres undefined)
    3.2%	5.7%
COc1cccc(NC(=O)Nc2cc(-c3cn4cccnc4n3)ccc2OC)c1
    -15.5%	6.0%
Cc1ccc(CNC(=O)Cn2cc(S(=O)(=O)Cc3ccccc3F)c3ccccc32)cc1
    34.2%[activator]	-1.3%
COc1ccc(C2=CC(c3ccccc3F)n3ncc(C(=O)Nc4ccc(C)cc4)c3N2)cc1 (centres undefined)
    9.8%	0.2%
COC(=O)CCS(=O)(=O)c1ccc(Cc2ccc(S(=O)(=O)CCC(=O)OC)cc2)cc1
    6.7%	12.6%
O=C1CS(=O)(=O)C2(C(=O)N(Cc3ccccc3Cl)c3ccccc32)N1c1ccc(F)cc1 (centres undefined)
    1.9%	-10.2%
Cc1cccc(N2CCN(C(=O)c3cc4ccc5cccnc5c4[nH]3)CC2)c1C
    ?	?
CCCN(CC)c1ccc(C(=O)NCC(=O)NCC(F)(F)F)cc1
    2.8%	-3.8%
Nc1nccnc1C(=O)NCCc1cccc(F)c1
    2.4%	8.3%
O=C(COc1ccc(Cl)cc1)Nc1nnc2n1CCS2
    233.2%[activator]	-2.7%
COC(=O)COc1ccc(C2C3=C(CC(C)(C)CC3=O)OC3=C2C(=O)CC(C)(C)C3)cc1OC
    -3.5%	-2.9%
Cc1cc(C)cc(N(C(=O)c2ccc3c(c2)OCO3)C2C=CS(=O)(=O)C2)c1 (centres undefined)
    0.1%	-0.2%
C/C=C/Cn1c(SC)nc2c1c(=O)[nH]c(=O)n2C
    -1.6%	4.3%
O=C(O)C(c1c[nH]c2cc(Br)ccc12)N1CCN(c2nsc3ccccc23)CC1 (centres undefined)
    -0.6%	-1.3%
COc1ccc(C2C(C(=O)Nc3ccccc3)=C(C)Nc3nc(-c4ccccc4Cl)nn32)cc1OC (centres undefined)
    9.8%	-17.4%
Cc1ccc(C)c(CN2C(=O)CSc3ccc(C(=O)NCc4ccc(F)cc4)cc32)c1
    10.5%	4.2%
CCCCNC(=O)c1cccc2cccnc12
    5.0%	8.1%
O=S(=O)(Nc1ccc(-c2nnc3n2CCCCC3)cc1)c1ccc2c(c1)OCCCO2
    -3.9%	-1.3%
CCCOc1cccc(C(=O)Nc2ccc(-c3nc4ccccc4s3)c(Cl)c2)c1
    -21.6%	-10.4%
O=C(CC1N=C2c3ccccc3N=C(SCc3ccccc3Cl)N2C1=O)NCCc1ccccc1 (centres undefined)
    ?	4.9%
C=CCC1(O)CC(C)N(C)CC1C (centres undefined)
    2.4%	0.3%
CC(C)(C)C1CCc2nc(SCC(N)=O)c(C#N)c(C(F)(F)F)c2C1 (centres undefined)
    ?	79.4µM*
Cn1cnc2c1c(=O)n(CC(=O)Nc1ccc3c(c1)OCO3)c(=O)n2C
    27.0%	7.0%
CC(Oc1ccc(F)cc1)C(=O)NC1(C#N)CCCCC1 (centres undefined)
    -2.7%	-0.7%
COC(=O)c1cc2sc(C)cc2n1Cc1ccc(F)cc1Cl
    3.0%	-8.1%
CC1CCN(C(=O)Cn2nnnc2-c2ccc(Cl)cc2)CC1
    -3.0%	-2.5%
Cc1cc(NS(=O)(=O)c2ccc3nc(-c4ccccc4)[nH]c3c2)ccc1Br
    -2.8%	-5.9%
CCC1CN(C(=O)N2CCC(C(=O)NCCc3ccccc3Cl)CC2)c2cc(C)ccc2O1 (centres undefined)
    ?	-10.0%[57.5 µM]
CN(C)CCNc1nc2c(c(=O)n(C)c(=O)n2C)n1Cc1ccc(Cl)cc1
    -6.0%	0.9%
O=C(CSc1cccc2cccc(Cl)c12)OCc1cc(Cl)c2c(c1)OCCCO2
    7.9%	-2.2%
CCc1cccc(C)c1Nc1c(-c2ccsc2)nc2ncccn12
    ?	1.6%
COc1cc(C#N)ccc1OC(C)C(=O)c1ccccc1 (centres undefined)
    -3.5%	5.0%
CCOC(=O)c1ccc(NC(=O)c2csc3c2CCCC3)cc1
    -11.1%	-12.6%

More entries follow.
Values run as follows: AID inh	UDG counterscr
O=C(NCc1ccc(F)cc1)c1ccc2c(c1)nc1n2CCCCC1
    0.8%	-22.7%
O=C(Nc1ccccc1C(=O)N1CCC(Cc2ccccc2)CC1)c1ccco1
    -9.8%	7.7%
Cc1ccc(C(=O)NNC(=S)Nc2ccccc2)cc1
    -6.0%	-6.8%
CCCSc1nc2sc3c(c2c(=O)n1Cc1ccccc1)CC(C)(CC)OC3 (centres undefined)
    -4.6%	-19.8%
Cc1ccccc1-c1nc(-c2ccc(Br)o2)no1
    -7.9%	-0.7%
CN(Cc1ccsc1)C(=O)C1CC=CCC1c1nc2ccccc2s1 (centres undefined)
    -9.4%	1.1%
CCS(=O)(=O)CCSc1nc(-c2ccc(Br)cc2)cc(-c2ccccc2)c1C#N
    7.1%	?
CC1CCc2c(c(-c3ccc(O)cc3)nc3ccc4ccccc4c23)C1 (centres undefined)
    -3.3%	0.2%
COc1ccc(-c2nn(-c3ccccc3)cc2C2CC(c3cccs3)=NN2S(C)(=O)=O)cc1 (centres undefined)
    6.6%	4.3%
CCOC(=O)c1cc(-c2ccc(F)cc2)n(CCC(=O)Nc2ccccc2OC)c1C
    ?	34.3%[activator]
CC(C(=O)NCc1ccc(Cl)cc1)n1ccc2cc(S(=O)(=O)N3CCCCCC3)ccc21 (centres undefined)
    ?	-20.3%
CC(C)Sc1ncc(Cl)c(C(=O)Nc2ccc(S(=O)(=O)Nc3ncccn3)cc2)n1
    26.5%	-15.1%
O=C(O)c1ccc(CNC2C3CC4CC(C3)CC2C4)cc1 (centres undefined)
    -8.5%	-3.0%
Cc1c(-c2cccc(Cl)c2)nc2ccccc2c1C(=O)NC1CCCC1
    -9.4%	-11.7%
O=c1[nH]c(SCc2ccccc2)nc2nc[nH]c12
    3.5%	1.0%

Profiles as entered above. Order of values: AID inh	UDG counterscr
Results for Cc1ccc(C)c(N2CCN(C(=O)c3ccc(NC(=O)c4nsc5ccccc45)cc3)CC2)c1 = -20.1%	-3.3%
Results for CCc1cccc(C)c1Nc1c(-c2ccsc2)nc2ncccn12 = ?	1.6%

(more compounds)
Values run as follows: AID inh	UDG counterscr
COc1cc(NC(=O)Cn2c(=O)n(CC3CCC(C(=O)NCCc4ccccc4)CC3)c(=O)c3ccccc32)cc(OC)c1 (centres undefined)
    10.4%	-10.6%
CCOc1ccc(C(=O)Nc2cc(NC(=O)c3ccco3)ccc2OC)cc1Br
    28.1%	3.5%
CCC(Sc1nc2ccccc2c2nc(CCc3c(C)n[nH]c3C)nn12)C(=O)Nc1ccccc1F (centres undefined)
    -11.1%	-27.3%
COc1ccccc1NC(=O)Cn1c(=O)n(CCc2ccccc2)c(=O)c2sc3ccccc3c21
    3.2%	-7.9%
CC(C)(C)c1ccc(C(=O)NCCc2csc(-c3ccc(Cl)cc3)n2)cc1
    ?	?
CC(C)=C(/C(=C/CS(=O)(=O)c1ccc(C)cc1)S(=O)(=O)c1ccc(Br)cc1)S(=O)(=O)c1ccc(Br)cc1
    3.0%	-9.2%
O=C(CC(Nc1ccc(Br)cc1)C(=O)O)c1ccccc1 (centres undefined)
    -10.9%	-7.9%
COc1cccc(N2CC(C(=O)NCCNC(=O)c3cn(C)c4ccccc34)CC2=O)c1 (centres undefined)
    -7.8%	-0.2%
Cc1ccc(C2C3=C(CC(C)(C)CC3=O)NC3=C2C(=O)c2ccccc23)cc1 (centres undefined)
    -7.0%	0.4%
CCCn1nc(C(=O)Nc2ccc(S(=O)(=O)NC)cc2)c2ccccc2c1=O
    -3.3%	5.5%
CCOC(=O)CNc1nc2ccccc2n2c(C)nnc12
    -10.9%	-0.7%
COc1ccc(S(=O)(=O)N(CC(=O)NC(C(C)C)C(C)C)c2ccc(F)cc2)cc1OC
    -14.5%	-20.4%
COCCOc1ccc(S(=O)(=O)N(C)C(C)(C)C(=O)OC)cc1
    6.7%	-5.9%
COc1ccc(NC(=O)c2ccco2)cc1NC(=O)COc1ccc(C)c(C)c1
    -17.5%	0.0%
CCc1ccc(NC(=O)CSc2nc3c([nH]c4ccccc43)c(=O)n2-c2cccc(OC)c2)cc1
    3.4%	-0.3%
C=C(C)COc1ccc2c(=O)c(-c3ccc(Cl)cc3)coc2c1
    1.3%	4.4%
Fc1ccc(N=Cc2ccc3ncccc3c2)c(Cl)c1
    -2.9%	-1.0%
Cc1c(Cl)cccc1NC(=O)Cn1c(=O)n(Cc2ccco2)c(=O)c2sc3ccccc3c21
    -1.9%	-0.6%
Cc1ccccc1Cn1c(=O)n(CCc2ccccc2)c(=O)c2ccccc21
    ?	-18.3%
CCNC(=O)CN(CC)Cc1nc2ccsc2c(=O)[nH]1
    0.1%	0.7%
O=C(c1ccc(F)cc1)[C@@H]1[C@H]2C(=O)[C@@H]3OC[C@@H](O3)[C@@H]12
    -1.6%	-5.3%
Cc1ccc(-c2ccc(/C=N/Nc3ccc(S(N)(=O)=O)cc3)o2)c([N+](=O)[O-])c1
    27.3%	-16.7%
Cc1cccc(N2CCN(C(=O)c3ccc4c(Cl)c5c(nc4c3)CCCC5)CC2)c1C
    -15.8%	-3.5%
Cc1ccc(OC(=O)/C=C/c2cccs2)cc1
    -2.3%	-1.9%
CC(=O)c1c(C)[nH]c(C(=O)Cn2nnc(-c3ccc(C(C)C)cc3)n2)c1C
    -7.3%	7.6%
COc1ccc(C(=O)Nc2c(NC3CCCCC3)c3ccccc3oc2=O)cc1
    -8.0%	-3.8%
COCCCNC(=O)CC(c1cc(OC)c(OC)c(OC)c1)N1Cc2ccccc2C1=O (centres undefined)
    23.1%	-9.1%
CC(=O)c1ccc(OCc2ccccc2Cl)cc1
    -8.2%	-11.4%
CC/C=C(/C)C(=O)NCCCN1CCCC1
    2.7%	1.8%

In the list so far, 2 have a tert-butyl group.
Values run as follows: AID inh	UDG counterscr
CC(C)(C)C1CCc2nc(SCC(N)=O)c(C#N)c(C(F)(F)F)c2C1 (centres undefined)
    ?	79.4µM*
CC(C)(C)c1ccc(C(=O)NCCc2csc(-c3ccc(Cl)cc3)n2)cc1
    ?	?
